Assay outcomes from PubChem BioAssay.
L929 necroptosis: blocks zVAD induced death of L929 cells; viability rescue, % at 10 µM; actives 0.38% (n = 220,000); L929 zVAD necroptosis rescue, ATP luminescence, 24 h; with zVAD 60 µM;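 active means activation, scaled between plate controls, above about 75%, limit read from the data; inactive means activation under that limit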;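 further: 0% = zVAD with DMSO and 100% = DMSO alone without zVAD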
Runt-CBFb FRET: inhibitors of human RUNX1 Runt domain binding to CBFb; Q01196+Q13951; Cerulean-Runt/Venus-CBFb FRET ratio 530/480, 1 h; inhibition, % at 20 µM; actives 0.46% (n = 220,000);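 active means inhibition over about 50% at 20 µM in the single-dose screen, limit read from the data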;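 further: 0% = DMSO wells and 100% = excess unlabeled CBFb competitor control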
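Measured by: fluorescence energy transfer, 422 nm excitation, 530/480 nm emission; Assay system: Cerulean-Runt domain; Medium: Tris pH 7.5 buffer with BSA; Measure: loss of energy transfer signal; Controls: 5 µM unlabeled CBFb as full-inhibition high control; Incubation: protein complex preformed 1 h, compound exposure 1 h, room temperature, dark.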
EP2 mod: modulates human prostaglandin E2 receptor EP2 signaling. P43116. EP2-expressing cells, cAMP HTRF FRET, PGE2 co-stimulation. induction, % at 25 µM. actives 0.83% (n = 260,000). AID 940;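 active means compounds whose cAMP rise, as percent of the full-agonist control response, exceeds 60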;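 further: rat C6 glioma line stably carrying human EP2 under a CMV promoter; the protocol text gives 20 µM as final concentration; 100% = response of wells given 1 µM PGE2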
Runt-SMMHC FRET: inhibitors of human RUNX1 Runt domain binding to CBFb-SMMHC | Q01196+Q13951 | Cerulean-Runt/Venus-CBFb-SMMHC FRET ratio 530/480, 1 h | inhibition, % at 20 µM | actives 0.74% (n = 220,000) | AID 1434;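 active means mean inhibition across duplicate retests at 20 µM reaching about 50%, limit read from the data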;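 further: 0% = DMSO wells and 100% = wells with excess untagged CBFb-SMMHC; inhibitors lower the FRET ratio by blocking Runt binding to CBFb-SMMHC; some results filed as inactive read as strong as hits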
TNF necrop inh: blocks TNF-alpha induced death of Jurkat FADD-/- cells. Jurkat FADD-/- TNF necroptosis rescue, ATP luminescence, 24 h; 0 = TNF only, 100 = no-TNF cells. activation (protection from cell death), % at 10 µM. actives 0.068% (n = 220,000). AID 463075;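 active means activation, meaning protection from cell death, of at least 50% relative to plate controls; inactive means activation below 50%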;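 further: necroptosis triggered by 40 ng/mL TNF-alpha added together with compound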
PERK inh: human PERK inhibition, primary cell-based screen | CHO PERK-DD fusion, SEAP luminescence translation reporter | inhibition, % at 5.6 µM | actives 0.17% (n = 220,000) | AID 1416;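 active means inhibition above the mean inhibition of all tested compounds plus 3 SD, set separately per screening campaign, cut at about 2.9% in these data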;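 further: PERK kinase domain activated by AP20187 dimerizer at 100 nM; 0% = DMSO with dimerizer and 100% = rapamycin at 8.4 µM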
Target sequence (Q9NZJ5 whole entry, looked up, the tested form may be a part): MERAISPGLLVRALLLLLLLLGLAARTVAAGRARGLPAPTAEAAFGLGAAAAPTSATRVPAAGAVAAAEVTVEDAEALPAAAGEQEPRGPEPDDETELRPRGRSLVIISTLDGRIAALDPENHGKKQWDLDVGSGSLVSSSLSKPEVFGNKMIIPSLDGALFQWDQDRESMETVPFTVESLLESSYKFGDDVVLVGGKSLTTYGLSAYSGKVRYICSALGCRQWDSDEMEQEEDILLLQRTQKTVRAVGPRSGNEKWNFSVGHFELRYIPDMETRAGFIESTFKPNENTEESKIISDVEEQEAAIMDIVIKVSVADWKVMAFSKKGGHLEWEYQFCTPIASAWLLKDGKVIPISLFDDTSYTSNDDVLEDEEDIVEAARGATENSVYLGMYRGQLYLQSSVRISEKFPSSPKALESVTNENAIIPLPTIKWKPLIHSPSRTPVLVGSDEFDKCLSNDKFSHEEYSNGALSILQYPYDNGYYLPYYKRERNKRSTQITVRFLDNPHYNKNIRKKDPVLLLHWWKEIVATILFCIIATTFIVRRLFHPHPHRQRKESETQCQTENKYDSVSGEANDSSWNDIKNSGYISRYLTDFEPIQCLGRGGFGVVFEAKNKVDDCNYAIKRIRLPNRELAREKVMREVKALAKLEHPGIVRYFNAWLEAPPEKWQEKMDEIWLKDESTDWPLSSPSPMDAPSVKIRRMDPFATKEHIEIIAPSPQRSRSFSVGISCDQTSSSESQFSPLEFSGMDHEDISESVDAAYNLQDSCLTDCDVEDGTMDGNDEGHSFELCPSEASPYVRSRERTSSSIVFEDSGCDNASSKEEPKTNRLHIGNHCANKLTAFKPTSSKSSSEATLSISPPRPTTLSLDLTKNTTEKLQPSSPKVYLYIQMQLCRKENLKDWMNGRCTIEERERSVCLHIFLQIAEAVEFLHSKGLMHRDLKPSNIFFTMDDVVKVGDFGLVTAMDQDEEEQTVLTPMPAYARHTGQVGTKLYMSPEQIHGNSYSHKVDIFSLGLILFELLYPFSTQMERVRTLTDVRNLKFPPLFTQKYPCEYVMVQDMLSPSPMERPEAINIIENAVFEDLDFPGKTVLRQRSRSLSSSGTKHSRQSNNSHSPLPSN
RBBP9 inhibitor: human RBBP9 hydrolase inhibition; recombinant RBBP9, FP-Rh probe fluorescence polarization; inhibition, % at 7.94 µM; actives 0.2% (n = 220,000); AID 1515;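 active means inhibition above the campaign mean of all tested compounds plus 3 SD, cut at about 14% in these data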;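 further: plate controls were DMSO wells with RBBP9 for no effect and wells lacking RBBP9 protein for full effect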
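Controls: DMSO-treated enzyme wells and wells lacking RBBP9 | Material: RBBP9 protein | Technique: Fluorescence polarization | Replication: Single well per compound, no replicates | Buffer or medium: Tris-NaCl-Pluronic buffer, pH 8.0 | Timing: 30 min compound preincubation, 45 min probe labeling, 25 °C | Read-out basis: Percent inhibition from mP, scaled between DMSO and no-protein wells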
Hck Nef HTS: blocks Nef-activated human Hck kinase; AID 463187; actives 0.68% (n = 220,000); inhibition, % at 20 µM; Recombinant Hck-YEEI plus Nef, Z-Lyte FRET kinase assay;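 active means Hck-Nef kinase inhibition above about 50%, limit read from the data; inactive means inhibition below that limit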;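 further: 0% = DMSO with Hck plus Nef and 100% = Hck alone without Nef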
EP2 antag: inhibitors of human EP2 prostaglandin E2 receptor. P43116. C6 glioma cells expressing human EP2, cAMP TR-FRET; cells stimulated with saturating PGE2. inhibition, % at 25 µM. actives 0.52% (n = 260,000). AID 1422;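 active means percent inhibition above 40 after rounding to a whole number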;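 further: rat C6 glioma host cells with rolipram phosphodiesterase inhibitor present; the protocol text gives 20 µM as final concentration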
* marks the source's active call; other numbers are inactive results; . = no result given; & = joins results of further samples. Only part of the results is shown. The share of hits here may be higher or lower than overall.

SMILES	L929 necroptosis	Runt-CBFb FRET	EP2 mod	Runt-SMMHC FRET	TNF necrop inh	PERK inh	RBBP9 inhibitor	Hck Nef HTS	EP2 antag
Cc1c(C(=O)NC2=NCCS2)oc2ccccc12	0.7	-1	0	-2	-2.1	-0.6	1	-1	7
COC(=O)CSc1nc(N2CCCCC2)c2c(c1C#N)CCCC2	-0.1	-2	52	-4	-0.9	0.1	-10	2	16
Cc1cccc(N=C(NO)c2nonc2N)c1	.	-2	30	5	-12	0.2	-5	-1	5
O=C1C(C=NCCCn2ccnc2)=C(O)c2ccccc21	0.6	.	.	.	0.7	0.4	0	1	5
CCCn1c(SCC(=O)c2ccc3c(c2)OCCO3)n[nH]c1=O	1.3	2	-46	-4	0.5	0.5	-6	24	6
COc1ccccc1C(=O)C1CCCN(Cc2ccc3c(c2)OCCO3)C1 (stereo unspecified)	0.5	2	-9	0	3.6	-1.2	-6	-10	6
COc1cc(OC)c2c(C)cc(=O)oc2c1C(CCN1CCN(c2ccccc2)CC1)c1ccc2c(c1)OCO2 (stereo unspecified)	-0.6	3	25	-6	4.4	.	.	19	12
COc1cc(NC(=S)NCc2ccco2)cc(OC)c1	-0.4	6	-9	1	-6.4	1.5	3	10	16
O=C1C=C(NCc2ccc3c(c2)OCO3)CC(c2ccccc2)C1 (stereo unspecified)	2.8	-1	-67	3	0.0	-0.3	-5	17	1
Cc1nnc2n1N=CC=C(c1ccccc1)S2	71	2	23&2	2	-2.3	-0.8	1	-1	10&4
N#Cc1cc(Cl)c(N2CCOCC2)cc1C#N	-1.0	0	4	-3	-2.1	-1.4	-5	0	17
CCOc1cccc(C(=O)Nc2cccc(NC(=O)c3ccco3)c2)c1	59	-1	-41	0	4.4	-0.4	-3	18	9
O=C(CN1CCNCC1)Nc1ccc(Oc2ccccc2)cc1	-0.1	0	-2	0	0.0	-0.5	15*	0	8
Cc1ccc(CS(=O)(=O)CCC(=O)NCCN2CCCC2)cc1	0.0	-2	26	-6	-2.8	1.1	-7	2	13
Cc1ncc(CN2CCN(C3CCCC3)C(CCO)C2)s1 (stereo unspecified)	1.9	-1	-27	0	1.5	1.2	-2	23	11
CCOC(=O)c1sc(NC(=O)c2noc3c2CCCC3)c(C(=O)OCC)c1C	0.1	.	.	.	0.9	0.7	-2	17	.
S=C(c1cn(Cc2ccccc2)c2ccccc12)N1CCOCC1	-1.3	-1	24	0	-0.5	0.6	-7	-2	5
CCOC(=O)C1(Cc2cccc(OC)c2)CCN(Cc2cnc(SC)nc2)CC1	-0.5	4	14	7	1.0	0.1	-12	17	3
COC(=O)c1ccc(C2CC(=O)Nc3cc(OC)c(OC)cc32)cc1 (stereo unspecified)	0.0	1	41	1	-2.9	-0.2	1	-5	3
CCc1nc(SCC(=O)N2CCCc3ccccc32)c2oc3ccccc3c2n1	-0.4	-3	33	0	-1.9	-0.8	-2	3	6
O=C(NC1CCCCCCC1)C1CCN(c2nc3ccccc3o2)CC1	0.9	1	-10	-4	-4.0	-0.8	1	0	4
Cc1cc2nc(N)sc2cc1C	0.1	-2	-16	-6	-4.2	-0.4	1	5	7
COc1ccc(CC(NC(C)=O)C(=O)NC2CCN(c3nc(C)cc(C)c3C#N)CC2)c(OC)c1 (stereo unspecified)	2.6	-5	-19	-4	-0.4	-0.9	-11	-13	9
CCCCN(CCNP(=O)(OCC)OCC)CP(=O)(OCC)OCC	-0.2	.	10	-7	-1.7	0.6	-6	-2	5
O=C1OCCC1Sc1nc(-c2ccccc2)cs1 (stereo unspecified)	-0.3	3	10	1	-1.6	1.0	-5	10	11
SMILES	L929 necroptosis	Runt-CBFb FRET	EP2 mod	Runt-SMMHC FRET	TNF necrop inh	PERK inh	RBBP9 inhibitor	Hck Nef HTS	EP2 antag
Cc1[nH]c(=O)[nH]c(=O)c1S(=O)(=O)N1CCN(c2ccccc2F)CC1	0.0	0	10	2	-1.3	0.7	7	-1	19
CCc1nnc(NC(=O)CN2CCN(c3ccc(Cl)cc3)CC2)s1	-0.7	.	.	.	-0.9	0.0	-4	3	.
COCc1c(CCl)cnc(C)c1O	-1.4	.	-19	.	0.0	1.0	3	12	4
Cc1cccc(N=c2c([N+](=O)[O-])nn(-c3ccc(Cl)cc3)n2O)c1	1.8	-3	-3	2	-4.3	1.1	2	-10	7
CSc1ccc(C2CC(=O)Nc3c2c(=O)n(C)c(=O)n3C)cc1 (stereo unspecified)	0.6	0	18	2	2.1	0.7	-8	26	8
O=C(O)CCCNS(=O)(=O)c1cccc2nsnc12	1.9	-2	7	3	1.3	2.0	6	-2	8
COc1ccc(NS(=O)(=O)Cc2ccccc2Cl)cn1	1.1	-2	1	-4	1.5	0.2	-7	1	14
CCOC(=O)N1CCN(C(=O)C2CCCN(S(C)(=O)=O)C2)CC1 (stereo unspecified)	-0.3	-1	-9	0	-0.2	-0.7	0	1	9
COc1ccc(/C(O)=C2/C(=O)C(=O)N(c3ccccn3)C2c2ccc(OC)c(OC)c2)cc1 (stereo unspecified)	0.7	-4	-12	-2	0.8	0.0	-2	15	8
O=C(COC(=O)c1ccc(F)cc1)Nc1cc(S(=O)(=O)N2CCOCC2)ccc1N1CCCC1	-0.4	-2	11	-2	0.5	-1.3	-12	-3	5
O=C(Cn1cccc1)N1CCN(C(c2ccccc2)c2ccccc2)CC1	0.1	-3	23	1	-0.7	-0.3	-6	8	2
COc1ccc(CN(C)CC(=O)NC(C)c2ccccc2)c(OC)c1 (stereo unspecified)	-0.1	-1	-1	-2	-0.1	-0.3	-6	-2	6
COc1cc(C(=O)O/N=C(\N)c2ccccn2)cc(OC)c1OC	1.1	-1	12	-2	1.1	-1.0	-6	14	3
CC1(C)CC(=O)C2=C(C1)OC1=C(C(=O)CC(C)(C)C1)C2c1ccc(O)cc1O	21	6	-39	42	-7.6	2.0	-2	0	98*
Cc1ccc(NC(=O)COC(=O)c2ccccc2Cl)cc1S(=O)(=O)N(C)C	4.7	-1	-53	-2	-0.8	0.0	-3	14	7
CCN1CCN(Cc2ccc(NC(=O)c3cc(NC(=O)c4cc5cccc(OC)c5o4)cc(OC)c3)cc2C(F)(F)F)CC1	0.8	0	-10	0	-27	.	.	16	9
O=C(CSc1ncn[nH]1)Nc1nc(-c2cccc([N+](=O)[O-])c2)cs1	-0.4	0	-35	1	-5.3	-0.7	-1	-2	4
Cc1ccc(S(=O)(=O)N(C)c2ccccc2C(=O)Nc2ccc3c(c2)OCCO3)cc1	0.5	0	6	1	1.7	-1.8	-8	26	3
c1ccc2c(-c3nn4nnnc4c4ccccc34)cccc2c1	-0.6	4	35	-2	-2.2	0.1	-10	5	.
CCOC(=O)c1c(NC(=O)CSc2nnnn2CC)sc(C)c1C	-0.5	-4	60	2	-4.3	-1.9	-11	0	18
C=CCC(CC=C)(NC(=O)c1ccccc1)c1ccccc1	-0.1	.	31	-5	-2.8	0.2	-14	-1	8
CCOc1ccccc1C1CC(=O)Nc2c1c(=O)n(C)c(=O)n2C (stereo unspecified)	-0.1	0	9	-7	-0.4	0.9	-7	1	9
CCCOC(=O)c1c(NC(=O)/C=C/c2cnn(C)c2C)sc(C(=O)OCC)c1C	-0.2	-6	20	-8	-2.9	0.2	-4	-2	14
CC(NC(=O)CSc1nc2c(cc1C#N)CN(C)CC2)c1ccccc1 (stereo unspecified)	0.7	11	-21	-10	-1.8	0.8	3	2	4
Cc1cccc(N2CCN(C(=O)/C=C/c3ccco3)CC2)c1C	.	14	21	5	-4.0	-0.5	-2	7	7

Quoted at random: 2 entries already listed.
SMILES	L929 necroptosis	Runt-CBFb FRET	EP2 mod	Runt-SMMHC FRET	TNF necrop inh	PERK inh	RBBP9 inhibitor	Hck Nef HTS	EP2 antag
Cc1[nH]c(=O)[nH]c(=O)c1S(=O)(=O)N1CCN(c2ccccc2F)CC1	0.0	0	10	2	-1.3	0.7	7	-1	19
Cc1cccc(N=C(NO)c2nonc2N)c1	.	-2	30	5	-12	0.2	-5	-1	5

Continued:
SMILES	L929 necroptosis	Runt-CBFb FRET	EP2 mod	Runt-SMMHC FRET	TNF necrop inh	PERK inh	RBBP9 inhibitor	Hck Nef HTS	EP2 antag
O=C(CNS(=O)(=O)N1CCOCC1)N/N=C/c1cccnc1	6.1	1	49	0	0.6	1.2	-2	18	10
Cc1ccccc1N=C(NO)c1nonc1N	-2.8	-1	-10	-1	-8.6	1.1	-11	14	7
Cc1ccc(Cn2c(SC(C)C(N)=O)nc3ccccc3c2=O)cc1 (stereo unspecified)	-0.1	-1	-13	2	2.2	0.3	6	16	6
CNC(=S)Nc1cc(C(=O)N2CCCC2)ccc1N1CCCC1	0.0	2	18	1	0.2	-0.5	-2	-7	0
COc1ccc(CC(=O)NNC(=O)c2ccoc2C)cc1OC	0.2	3	9	3	-1.5	1.2	-2	-1	6
COc1cc(/C=C(\C#N)c2nc3ccccc3[nH]2)ccc1OC(=O)c1ccco1	3.9	-20	-53	1	0.6	-0.6	-6	5	9
COc1cc(/C=N/OCC(=O)Nc2cc(C)on2)ccc1OCc1ccccc1	0.4	-6	-54	-6	1.5	-1.0	-21	-4	5
CCC(C)(C)NC(=O)C(c1ccco1)N(C(=O)c1csnn1)c1cccc(F)c1 (stereo unspecified)	-0.4	-2	13	0	-0.9	-1.4	3	-1	9
O=C(NCc1cccnc1)NC1(c2ccccc2)CC1	0.7	2	5	1	2.0	-0.6	-9	1	5
O=[N+]([O-])c1ccc(CN2CCOCCOCCN(Cc3ccc([N+](=O)[O-])cc3)CCOCC2)cc1	-0.7	0	25	4	2.3	-0.8	-4	5	8
CCCc1ccc(-c2c(C)sc(NC(=O)c3ccnn3C)c2C#N)cc1	0.3	10	-17	20	-4.8	-0.2	-6	0	10
Cc1cc(C)cc(NC(=O)N2CCC(c3nc4ccccc4o3)CC2)c1	0.3	-1	-40	-2	-1.2	-0.6	-6	0	2
COc1ccc(C(C(=O)NCc2ccccc2)N(Cc2ccc3c(c2)OCO3)C(=O)c2cnccn2)cc1 (stereo unspecified)	1.6	-1	11	-1	-0.9	-0.7	0	0	13
COc1ccccc1CN(Cc1nc2ccccc2c(=O)[nH]1)C(=O)Nc1ccccc1	1.7	-2	17	7	-0.9	-1.1	1	3	9
COc1c(S(=O)(=O)Nc2cccnc2)ccc(Cl)c1Cl	1.6	0	25	2	0.8	0.2	-1	9	4
COc1ccc(N=Cc2nc(-c3ccco3)oc2O)cc1	-0.8	1	-2	5	-0.7	1.2	0	-1	10
